XIAP displacement = XIAP antagonists, biochemical, IAP family, fluorescence polarization (AID 1018). E3 ubiquitin-protein ligase XIAP (Homo sapiens). XIAP BIR domain, fluorescence polarization peptide displacement; higher % means a stronger effect. displacement, % at 20 µM; hits with a dose series show IC50 in µM. 200,000 compounds, 0.007% hits; in the data active = displacement above about 50%; note: a part of the inactive calls stands beside numbers as strong as those of hits
P. falciparum M1AAP = P. falciparum M1AAP inhibitors, biochemical, fluorogenic H-Leu-NHMec substrate, 1536-well (AID 1445); recombinant M1AAP, H-Leu-NHMec fluorogenic kinetic assay; higher % means a stronger effect; 220,000 compounds, 0.42% hits; Aminopeptidase N (Plasmodium falciparum (isolate 3D7)); inhibition, % at 30 µM, or IC50 in µM where a hit was titrated;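 active = primary inhibition above the hit cutoff, then over 50% inhibition at one or more dose response concentrations, cut at about 23% in these data, passing the limit was not always enough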;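 note: plate controls were DMSO full reaction for no effect and no enzyme background for full effect; strong numbers were not always called active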
LYP phosphatase = inhibitors of LYP phosphatase, biochemical, fluorescence intensity, uHTS (AID 1779); Tyrosine-protein phosphatase non-receptor type 22 (Homo sapiens); recombinant LYP phosphatase, fluorescence intensity; higher % means a stronger effect; one-dose inhibition, % at 11.5 µM; IC50 in µM for titrated hits; 290,000 compounds, 0.054% hits;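 note: plate controls were vehicle with enzyme for no effect and no enzyme for full effect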
Lipid droplet = inhibitors of hepatocyte lipid droplet formation, primary screen, imaging, high-throughput imaging, BODIPY stain; AML12 mouse hepatocytes, oleate lipid droplets; inhibition, % at 6.5 µM; 240,000 compounds, 0.4% hits; AID 1656, 2009;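 active = lipid droplet intensity inhibited by at least 50%, with more than 500 cells counted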
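Assay system: AML12 hepatocytes (mouse) / Also added: 100 µM oleic acid challenge / Times: overnight treatment with compound plus oleate / Detection: high-content imaging of BODIPY-stained droplets and DAPI nuclei / Evaluation: % inhibition of lipid droplet signal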
AID2073 = inhibitors of Mint1-CaV2.2 protein interaction, biochemical, HTRF (AID 2073) | 290,000 compounds, 0.19% hits | one-dose inhibition, % at 20 µM; IC50 in µM for titrated hits | Voltage-dependent N-type calcium channel subunit alpha-1B (Homo sapiens) | HTRF protein-protein interaction, Mint1-CaV2.2; higher % means a stronger effect; in the data active = inhibition mostly above about 51%, no sharp cut-off; note: some results filed as inactive read as strong as hits
HEK293 NOD2/NF-kB = NOD2 signaling inhibitors, cell-based, luminescence, uHTS, HEK293 (AID 1566) | HEK293 NOD2/NF-kB luciferase reporter, luminescence; higher % means a stronger effect | 290,000 compounds, 0.63% hits | one-dose inhibition, % at 4 µM; EC50 in µM for titrated hits; note: many of its hits are not listed in these tables
Siah-1 displacement = Siah-1 peptide-binding antagonists, primary screen, biochemical, fluorescence polarization, rhodamine-plectin, uHTS (AID 1817); displacement, % at 20 µM; hits with a dose series show IC50 in µM; Siah-1 / rhodamine-plectin peptide fluorescence polarization; higher % means a stronger effect; 290,000 compounds, 0.02% hits; E3 ubiquitin-protein ligase SIAH1 (Homo sapiens);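 active = displacement of at least 50% at 20 µM, with a fluorescence ratio check between 0.3 and a set limit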;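 note: plate controls were Siah plus tracer with DMSO for no effect and tracer alone without Siah for full effect; strong numbers were not always called active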
M17LAP inhibition = P. falciparum M17LAP inhibitors, primary screen, biochemical, fluorogenic H-Leu-NHMec substrate, 1536-well (AID 1619); Leucine aminopeptidase (Plasmodium falciparum (isolate 3D7)); recombinant M17LAP, H-Leu-NHMec fluorogenic kinetic assay; higher % means a stronger effect; one-dose inhibition, % at 30 µM; IC50 in µM for titrated hits; 220,000 compounds, 0.38% hits;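 active = compound inhibiting the enzyme by more than half at any dose during confirmatory dose-response retesting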;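 note: plate controls were full reaction with DMSO carrier for no effect and no enzyme background for full effect; strong numbers were not always called active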
ER stress rescue = rescue of cells from ER stress-induced death, primary screen, 384-well, CSM14.1, thapsigargin, ATP luminescence (AID 1222). CSM14.1 thapsigargin-induced death rescue, ATP luminescence; higher % means a stronger effect. one-dose cellular ATP content (survival), % at 20 µM; EC50 in µM for titrated hits. 190,000 tested, under 10 active;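 active = EC50 below 50 µM in the dose-response confirmation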;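 note: death triggered by thapsigargin at about 15 µM added after 2 h compound pretreatment; cell ATP read after overnight thapsigargin exposure of roughly 18 to 22 hours; normalized against plate controls of thapsigargin alone and 5% DMSO vehicle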
Lipid droplet cells 6.5 µM = second read-out of Lipid droplet, no call of its own (marks repeat the call); cell count; measured here: cell count, cytotoxicity flag;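 cells counted across two imaged fields per well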
Active calls of the source: *; / = no result given. Cut-off read from the data, not from the text of the source, unless noted: active = inhibition above about 50%; inactive = the rest. These rows are one share of the data, so the mix of outcomes need not match the whole.

SMILES | XIAP displacement | P. falciparum M1AAP | LYP phosphatase | Lipid droplet | Lipid droplet cells 6.5 µM | AID2073 | HEK293 NOD2/NF-kB | Siah-1 displacement | M17LAP inhibition | ER stress rescue
Nc1ccc(N2CCOCC2)c(S(=O)(=O)Nc2cc(Cl)ccc2Cl)c1 | -5.2% | 5% | -6% | -24 | 599 | 25% | 18% | -4% | 36% | -1.0%
CC(=O)Nc1cc(NC(C)=O)c2nc(N)sc2c1 | -2.7% | 2% | -5% | / | / | -1% | 4% | -1% | 8% | -1.4%
COC(=O)C(C)Oc1ccc2c(c1)O/C(=C\c1cccc(Br)c1)C2=O (stereo unspecified) | / | / | 0% | -12 | 793 | 7% | -4% | -1% | / | /
CN(CC(=O)Nc1ccc(F)c(F)c1)S(=O)(=O)c1cccc2cccnc12 | / | / | -7% | 6 | 676 | -4% | 14% | 1% | / | /
O=C(NCc1ccccn1)c1coc(=O)c(Br)c1 | -0.4% | 4% | -5% | 5 | 630 | 5% | 5% | -5% | -72% | -1.4%
Cc1cccnc1NC(=O)CCCc1c[nH]c2ccccc12 | / | / | -10% | -2 | 869 | 10% | 15% | -4% | / | /
Cn1cc(Br)c(C(=O)NNC(=O)c2ccccc2)n1 | -4.4% | 0% | -10% | -1 | 515 | -4% | 7% | 6% | -6% | -0.9%
COc1cccc(CN2C(=O)C3(C(C#N)=C(N)OC4=C3C(=O)CCC4)c3ccccc32)c1 (stereo unspecified) | -4.1% | 6% | -7% | -7 | 528 | 2% | -12% | 8% | 22% | -1.3%
COc1ccc(NC(=O)c2ccco2)cc1N | -37% | 13% | -9% | / | / | 2% | -8% | -7% | 7% | -1.6%
O=c1c(-c2ccccc2Cl)c[nH]n1-c1ccccc1 | / | / | -8% | / | / | 0% | -6% | 5% | / | /
NNc1nc(-c2ccccc2Cl)nc2sc3c(c12)CCCC3 | 1.5% | -1% | -6% | 4 | 634 | 11% | -69% | 0% | 7% | -2.1%
CC1CCCC(C(=O)OCc2ccccc2)N1 (stereo unspecified) | -2.6% | 2% | -4% | 20 | 816 | 0% | 14% | 13% | 0% | -3.6%

Given with tabs: 2 of the compounds above.
SMILES	XIAP displacement	P. falciparum M1AAP	LYP phosphatase	Lipid droplet	Lipid droplet cells 6.5 µM	AID2073	HEK293 NOD2/NF-kB	Siah-1 displacement	M17LAP inhibition	ER stress rescue
Nc1ccc(N2CCOCC2)c(S(=O)(=O)Nc2cc(Cl)ccc2Cl)c1	-5.2%	5%	-6%	-24	599	25%	18%	-4%	36%	-1.0%
CC(=O)Nc1cc(NC(C)=O)c2nc(N)sc2c1	-2.7%	2%	-5%	/	/	-1%	4%	-1%	8%	-1.4%

Next results.
SMILES | XIAP displacement | P. falciparum M1AAP | LYP phosphatase | Lipid droplet | Lipid droplet cells 6.5 µM | AID2073 | HEK293 NOD2/NF-kB | Siah-1 displacement | M17LAP inhibition | ER stress rescue
Cc1cc(=O)oc(C)c1C(=O)Nc1ccc2nsnc2c1 | -1.8% | 8% | -2% | -1 | 764 | 13% | 28% | 3% | -3% | 1.9%
C=CCn1c(-c2ccccc2[N+](=O)[O-])n[nH]c1=S | -0.5% | -1% | 2% | 31 | 664 | -10% | -11% | -1% | 7% | -0.6%
COC(=O)C1=C(C)N(C)C(C)=C(C(=O)OC)C1c1ccccn1 | -3.6% | 1% | -10% | / | / | -4% | 9% | 1% | 2% | -0.3%
Cc1cccc2cc(CN(Cc3ccccc3)C(=O)c3cccc(F)c3)c(Cl)nc12 | -1.6% | 1% | 4% | / | / | 3% | -10% | -4% | 5% | 0.7%
CCN(CC(=O)Nc1cccc(F)c1)Cc1nc2ccccc2c(=O)[nH]1 | -0.5% | 3% | 6% | 3 | 681 | -1% | -19% | -3% | 21% | -0.2%
O=C(COc1ccc(-c2nnco2)cc1)N1CCN(S(=O)(=O)c2ccc3ccccc3c2)CC1 | -3.1% | 1% | -9% | / | / | 2% | 2% | 1% | -8% | 0.0%
C=CCn1ncc(OC)c(Cl)c1=O | -3.4% | -5% | -6% | / | / | 2% | 11% | 2% | -15% | -0.4%
O=C1NCCN1c1ccc(CN2CCN(C3CCCCC3)C(CCO)C2)cc1 (stereo unspecified) | -9.4% | -1% | -8% | 5 | 732 | 10% | -3% | -1% | -6% | -0.5%
CCOc1ccc(NC(=O)CNC(=O)c2cccs2)cc1 | -3.3% | 0% | -8% | 19 | 711 | 4% | -12% | 1% | 0% | 0.7%
CCOC(=O)/C(C)=N/NC(=O)c1cccc([N+](=O)[O-])c1 | -11% | 31% | -3% | 15 | 664 | -1% | 18% | -5% | 6% | -0.4%
CSCC[C@H](NC(=O)[C@@H]1Cc2ccccc2CN1)C(=O)NC(C)c1ccccc1 (stereo partly specified) | / | / | -12% | 3 | 760 | 6% | 13% | -1% | / | /
Cc1ccccc1-c1nnc(SCC(=O)Nc2ccc3c(c2)OCCO3)n1N | -5.6% | 1% | -7% | / | / | 19% | 8% | 0% | 13% | -0.6%
O=C(COC(=O)CNC(=O)c1ccc(Cl)cc1Cl)NC1CCCCC1 | / | / | -3% | -19 | 637 | -14% | 13% | 2% | / | /
Cc1ccc(OS(=O)(=O)c2cn(C)c(=O)n(C)c2=O)cc1C | -11% | 2% | -3% | 0 | 725 | 0% | 14% | 1% | 2% | -2.0%
COCCNC(=S)N/N=C(\C)c1cccc([N+](=O)[O-])c1 | -5.8% | 5% | 3% | 2 | 734 | -11% | 14% | 4% | 21% | -0.7%
COc1ccc(OCC(O)CN2C(=O)NC(C)(C)C2=O)cc1 (stereo unspecified) | -7.2% | 14% | -4% | -3 | 729 | 1% | 8% | -3% | 0% | 0.2%
N#CC1=C(N)NC(=S)C(C(N)=O)C1c1ccc(Cl)cc1Cl (stereo unspecified) | -3.9% | 13% | -8% | -3 | 714 | 13µM* | 4% | -5% | 7% | 9.2%
CCC(C)NC(=O)c1ccccc1NC(=O)CN(c1cc(C)ccc1OC)S(C)(=O)=O (stereo unspecified) | -5.3% | 4% | -9% | -5 | 717 | 6% | -2% | -2% | -10% | -0.9%
O=C(/C=C/c1ccccc1)NNC(=O)c1cccc(Cl)c1 | -2.1% | -1% | -6% | / | / | -7% | 6% | 3% | 14% | -3.7%
CCC(C)NC(=O)Nc1ccc2c(c1)N(C)C(=O)c1ccccc1S2 (stereo unspecified) | -6.5% | 4% | -9% | -2 | 745 | 0% | 4% | 0% | -3% | -0.7%
C=CCn1c(SCc2c(C)noc2C)nnc1C1COc2ccccc2O1 (stereo unspecified) | -2.1% | 5% | -13% | -7 | 785 | 3% | 11% | 3% | 4% | 4.2%
COc1ccc2c(c1)CC(C(=O)Nc1ccc(Cl)cc1)/C(=N/O)O2 (stereo unspecified) | / | / | -10% | 11 | 809 | 2% | 15% | 8% | / | /
COc1ccc(CCOC(=O)c2cccc(NC(C)=O)c2)cc1 | / | / | -11% | -3 | 844 | -1% | 3% | 2% | / | /
CC(Oc1cc2oc(=O)c3c(c2cc1Cl)CCCC3)C(=O)NCc1cccnc1 (stereo unspecified) | / | / | -7% | -19 | 722 | 5% | 8% | 4% | / | /
CC(=O)c1ccc(N(C(=O)c2csnn2)C(C(=O)NC2CCCC2)c2ccccc2)cc1 (stereo unspecified) | / | / | -9% | -6 | 780 | -4% | -8% | 5% | / | /
Cc1ccc(OCC(O)CN2CCOCC2)cc1C (stereo unspecified) | / | / | -5% | -2 | 799 | 1% | -2% | -1% | / | /
O=C(CNC(=O)C1CCCCC1)NNC(=O)c1ccc(Cl)cc1Cl | / | / | -6% | 17 | 576 | 30% | -1% | -1% | / | /
C/C(N)=C(/C#N)C(=O)CSc1nc2ccccc2n1CC(C)C | -18% | -1% | -6% | 1 | 721 | -15% | 20% | 1% | -8% | -0.6%
Cc1ncc(N=Nc2ccccc2)c(-c2ccccc2)n1 | -1.0% | 11% | 2% | / | / | 3% | 1% | 0% | -5% | -0.1%
O=C(NCC(=O)N(Cc1cccs1)C(C(=O)NC1CCCC1)c1ccncc1)c1ccco1 (stereo unspecified) | -6.4% | 3% | -1% | -12 | 662 | 10% | 6% | -1% | 4% | /
Cn1nc2c3ccccc3n(Cc3ccc(F)cc3)c2nc1=S | / | 0% | -8% | -14 | 611 | 11% | -3% | 6% | 5% | /
O=c1[nH]c(CN2CCN(c3ccccc3O)CC2)nc2ccccc12 | -6.1% | 4% | -4% | / | / | 6% | 16% | -1% | -6% | -1.3%
O=C(NCCN1CCCCCC1)c1ccc(N2CCCC2=O)cc1 | -3.2% | 7% | -6% | -18 | 590 | 9% | 5% | -2% | 19% | /
CNC(=O)c1[nH]cnc1C(=O)NCC(=O)OCc1ccccc1 | / | / | -13% | 3 | 809 | 17% | -11% | 6% | / | /
O=C(Cc1cccs1)NNC(=O)C12CC3CC(CC(C3)C1)C2 | -9.8% | 10% | -3% | -3 | 717 | 3% | -2% | -3% | 40% | -0.6%
CCN(c1ccc(OC)cc1)S(=O)(=O)c1nnc(NC(=O)C(C)C)s1 | / | / | -11% | 0 | 835 | 13% | 22% | 1% | / | /
CC(C)Cc1ccc(CN2CCCC(NC(=O)CCN3CCCO3)C2)cc1 (stereo unspecified) | / | / | -8% | 11 | 870 | -1% | 19% | 0% | / | /
Cc1ccc(NC(CNS(=O)(=O)c2ccc(Cl)cc2)c2ccccc2)cc1 (stereo unspecified) | -0.6% | 9% | 1% | / | / | -9% | 17% | -2% | 8% | -1.9%
Cc1cc(C)c2cc(CN(CCCN(C)C)C(=S)NCc3ccccc3)c(=O)[nH]c2c1 | -6.4% | 2% | -9% | -7 | 650 | -17% | 5% | -1% | 7% | -2.3%
COc1cccc(N/C(=N/C(=S)Nc2ccc(C)cc2C)Nc2nc(C)cc(C)n2)c1 | / | 2% | -2% | 0 | 664 | 27% | -11% | -1% | -3% | /
O=C(NC1CCCC1)c1ccc(Cn2c(=O)[nH]c3ccsc3c2=O)cc1 | / | 5% | -1% | 0 | 608 | 40% | 4% | 12% | 11% | /
COC(C[C@@H]1O[C@@H]1[C@@H](O)[C@H](C)OCc1ccccc1)OC | / | 2% | -10% | 7 | 669 | 0% | 8% | -1% | -2% | /
CC(C)N1CCc2c(sc(NC(=O)c3ccc(S(=O)(=O)N4CCOCC4)cc3)c2C#N)C1 | -5.7% | 10% | 2% | -4 | 629 | -17% | 12% | 0% | -23% | -4.4%
CCOC(=O)Cn1nnc(-c2ccc(S(C)(=O)=O)cc2)n1 | -12% | 7% | -4% | / | / | -4% | -4% | 4% | 2% | -2.5%
